# Source: PubChem BioAssay (Broad Institute)
# PRC2 inh – EZH2/PRC2 methyltransferase inhibitors, primary screen, biochemical, DELFIA time-resolved fluorescence, single point | AID 651548, 2012 | PRC2 H3K27 methylation, DELFIA TRF, 1 h | inhibition, % at 12.5 µM | 57,000 tested, 0.35% active | Histone-lysine N-methyltransferase EZH2 (Homo sapiens), Q15910;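 active means mean inhibition of replicates at least 50% and every single replicate also reaching 50%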;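 further: dimethyl H3K27 on biotinylated H3 21-44 peptide detected by antibody; plate controls were median neutral control wells for no effect and median positive control wells for full effect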
# Target sequence (Q15910 whole entry, looked up): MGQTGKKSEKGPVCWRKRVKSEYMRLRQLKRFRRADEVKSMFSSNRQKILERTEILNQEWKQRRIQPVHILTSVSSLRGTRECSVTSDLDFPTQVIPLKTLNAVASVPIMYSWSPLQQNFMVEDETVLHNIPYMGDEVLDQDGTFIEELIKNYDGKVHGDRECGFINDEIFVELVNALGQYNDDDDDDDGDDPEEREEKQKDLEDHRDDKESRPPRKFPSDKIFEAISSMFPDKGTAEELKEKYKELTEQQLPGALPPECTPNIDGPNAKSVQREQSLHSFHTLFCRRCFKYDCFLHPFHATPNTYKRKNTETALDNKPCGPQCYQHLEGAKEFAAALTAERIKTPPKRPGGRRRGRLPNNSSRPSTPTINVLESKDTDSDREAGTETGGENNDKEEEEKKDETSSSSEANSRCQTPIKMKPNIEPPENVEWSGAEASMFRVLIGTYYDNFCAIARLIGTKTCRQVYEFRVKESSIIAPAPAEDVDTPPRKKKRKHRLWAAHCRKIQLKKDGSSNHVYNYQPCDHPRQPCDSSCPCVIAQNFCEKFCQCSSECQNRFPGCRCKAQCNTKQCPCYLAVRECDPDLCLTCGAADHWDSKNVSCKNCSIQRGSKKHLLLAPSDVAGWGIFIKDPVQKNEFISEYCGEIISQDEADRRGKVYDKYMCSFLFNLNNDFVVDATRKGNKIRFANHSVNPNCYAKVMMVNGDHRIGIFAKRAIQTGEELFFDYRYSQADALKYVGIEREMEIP
# IDH1 R132H inh – inhibitors of IDH1 R132H reductase, primary screen, biochemical, plate reader, single point; AID 624101, 2012; diaphorase/resazurin fluorescence, 60 min; 70,000 tested, 0.18% active; inhibition, % at 10 µM; in the data active means inhibition above about 34%;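 further: 0% = DMSO and 100% = no enzyme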
# * = called active by the depositor; . = not tested or not shown. Some of the compounds tested; rates above refer to the full screens.
SMILES,PRC2 inh,IDH1 R132H inh
O=C(Nc1cccc(F)c1)N[C@@H]1CC[C@@H](CCn2cc(Cc3ccccc3)nn2)O[C@@H]1CO,-2.2,-0.2
CCS(=O)(=O)NCC[C@@H]1CC[C@H](NC(=O)Nc2cc(Cl)cc(Cl)c2)[C@@H](CO)O1,-0.1,0.3
Cc1cc(C)c(O)c(C2(O)C(=O)c3ccccc3C2=O)c1,-2.6,0.5
Cc1ccc(S(=O)(=O)Nc2ccc3c(c2)C(=O)N([C@H](C)CO)C[C@@H](C)[C@H](CN(C)S(=O)(=O)c2ccc(C)cc2)OCCCC[C@@H](C)O3)cc1,.,-0.2
CN(C)CC(=O)N[C@@H]1CC[C@@H](CCNC(=O)C2CCCCC2)O[C@H]1CO,10.5,0.2
O=C(C[C@@H]1CC[C@@H](NC(=O)C2CCC2)[C@@H](CO)O1)Nc1nccs1,7.0,-0.2
CC(C)CC#Cc1ccc2c(c1)O[C@H](CN(C)Cc1ccc(C(=O)O)cc1)[C@@H](C)CN([C@H](C)CO)S2(=O)=O,70.4*,15.9
C[C@H](CO)N1C[C@H](C)[C@H](CN(C)S(=O)(=O)c2ccc(F)cc2)Oc2ncc(-c3cccc(F)c3)cc2C1=O,10.6,-1.3
CO[C@@H]1CN(C)C(=O)c2ccc(NC(=O)C3CCC3)cc2OC[C@H](C)N(C)C[C@@H]1C,-7.6,0.0
C[C@@H]1CN([C@H](C)CO)C(=O)c2cc(NS(=O)(=O)c3ccccc3)ccc2O[C@@H]1CN(C)C,8.0,-1.1
Cc1ccc2nc(-c3cccnc3)cc(C(=O)Nc3sc(C)c(C)c3C(N)=O)c2c1,0.8,-0.1
C[C@@H]1CN([C@@H](C)CO)C(=O)c2cccc(NC(=O)Nc3ccc4c(c3)OCO4)c2O[C@@H]1CN(C)C,.,-3.7
CC(=O)N(C)C[C@H]1Oc2ncc(C#Cc3ccccc3)cc2C(=O)N([C@H](C)CO)C[C@@H]1C,-4.1,-5.0
COc1ccc(S(=O)(=O)Nc2ccc3c(c2)C(=O)N([C@@H](C)CO)C[C@H](C)[C@H](CN(C)Cc2ccncc2)OCCCC[C@@H](C)O3)cc1,.,5.8
COc1ccccc1CNC(=O)C[C@H]1C[C@H]2c3cc(NC(=O)c4cccnc4)ccc3O[C@H]2[C@H](CO)O1,11.4,-0.2
COc1ccc(CN2C(=O)C(O)(CC(=O)c3ccc(Cl)cc3)c3ccccc32)cc1OC (stereo unspecified),-4.5,-0.2
Cc1noc(C)c1NC(=O)Nc1ccc2c(c1)C(=O)N([C@H](C)CO)C[C@@H](C)[C@H](CN(C)C(=O)Nc1ccc(F)cc1)OCCCC[C@H](C)O2,.,7.3
C[C@H]1CN([C@@H](C)CO)C(=O)Cc2cc(NC(=O)Cc3cn(C)c4ccccc34)ccc2O[C@H]1CN(C)S(=O)(=O)c1ccc(Cl)cc1,.,0.0
C[C@@H]1O[C@@H](O[C@H]2[C@H](O)[C@@H](O[C@@H]3O[C@H](CO)[C@@H](O)[C@H](O)[C@H]3O)[C@H](O[C@H]3CC[C@@]4(C)C(=CC[C@@H]5C4CC[C@@]4(C)C5C[C@@H]5O[C@]6(CC[C@@](C)(CO)O6)[C@@H](C)[C@@H]54)C3)O[C@@H]2CO)[C@H](O)[C@H](O)[C@H]1O (stereo partly specified),-8.1,-0.2
O=C(CCN1CCCCC1)NCC[C@H]1CC[C@@H](NC(=O)C2CCOCC2)[C@@H](CO)O1,5.9,-0.2
CCCc1cn(CC[C@@H]2CC[C@@H](NC(=O)Nc3ccc4c(c3)OCO4)[C@H](CO)O2)nn1,-0.4,-0.3
CCCNC(=O)Nc1ccc2c(c1)C(=O)N(C)C[C@@H](OC)[C@@H](C)CN(Cc1ccc(-c3ccccn3)cc1)[C@H](C)CO2,-4.9,-0.3
C[C@H](CO)N1C[C@H](C)[C@@H](CN(C)S(=O)(=O)c2cn(C)cn2)Oc2c(NC(=O)Nc3ccc(C(F)(F)F)cc3)cccc2C1=O,.,2.4
O=C1O[C@H](c2ccccc2)[C@H](c2ccccc2)N2[C@H]1[C@@H](C(=O)N1CCCCCCC1)[C@]1(C(=O)Nc3ccc(C#CCCO)cc31)[C@H]2c1ccc(O)cc1,-17.6,-0.1
O=C(Nc1ccccc1F)N[C@@H]1CC[C@@H](CCNS(=O)(=O)c2ccc(Cl)cc2)O[C@@H]1CO,1.8,0.2

# The last 6 entries of the section above lead into the next:
SMILES,PRC2 inh,IDH1 R132H inh
O=C(CCN1CCCCC1)NCC[C@H]1CC[C@@H](NC(=O)C2CCOCC2)[C@@H](CO)O1,5.9,-0.2
CCCc1cn(CC[C@@H]2CC[C@@H](NC(=O)Nc3ccc4c(c3)OCO4)[C@H](CO)O2)nn1,-0.4,-0.3
CCCNC(=O)Nc1ccc2c(c1)C(=O)N(C)C[C@@H](OC)[C@@H](C)CN(Cc1ccc(-c3ccccn3)cc1)[C@H](C)CO2,-4.9,-0.3
C[C@H](CO)N1C[C@H](C)[C@@H](CN(C)S(=O)(=O)c2cn(C)cn2)Oc2c(NC(=O)Nc3ccc(C(F)(F)F)cc3)cccc2C1=O,.,2.4
O=C1O[C@H](c2ccccc2)[C@H](c2ccccc2)N2[C@H]1[C@@H](C(=O)N1CCCCCCC1)[C@]1(C(=O)Nc3ccc(C#CCCO)cc31)[C@H]2c1ccc(O)cc1,-17.6,-0.1
O=C(Nc1ccccc1F)N[C@@H]1CC[C@@H](CCNS(=O)(=O)c2ccc(Cl)cc2)O[C@@H]1CO,1.8,0.2
CO[C@@H]1CN(C)C(=O)c2cc(NC(=O)Nc3ccccc3F)ccc2OC[C@H](C)N(CC2CC2)C[C@@H]1C,2.0,-0.1
CNC[C@H]1OCCCC[C@@H](C)Oc2ccc(NC(=O)c3ccccc3)cc2C(=O)N([C@@H](C)CO)C[C@@H]1C,-29.7,.
CC(C)NC(=O)N1[C@H](CO)[C@H](c2ccc(-c3ccc(F)cc3)cc2)[C@@H]1C#N,.,-0.1
O=C(c1ccccc1)c1ccc(COC(=O)c2ccccc2NC(=O)c2ccco2)cc1,6.2,-0.1
Cc1noc(C)c1NC(=O)N[C@H]1C=C[C@H](CC(=O)Nc2ccc(-c3ccccc3)cc2)O[C@@H]1CO,7.2,0.0
CN(CC(=O)Nc1ccc(F)c(Cl)c1)S(=O)(=O)c1ccc2ccccc2c1,-4.3,-0.1
CC(C)CC#Cc1cnc2c(c1)C(=O)N([C@@H](C)CO)C[C@H](C)[C@@H](CN(C)Cc1ccc(F)cc1)O2,-21.1,0.3
C[C@@H]1CN([C@@H](C)CO)C(=O)CCCn2nncc2CO[C@@H]1CN(C)Cc1cccc2c1OCCCO2,4.5,.
C[C@H]1CN([C@@H](C)CO)C(=O)c2cccc(NC(=O)c3cnccn3)c2O[C@@H]1CN(C)S(=O)(=O)c1ccc(F)cc1,.,-0.2
O=C(CCCCCC(=O)Nc1ccccc1O)N/N=C/[C@H](O)[C@@H](O)[C@H](O)CO,-8.3,.
CC(C)C#Cc1ccc2c(c1)O[C@@H](CN(C)C(=O)c1cnccn1)[C@H](C)CN([C@@H](C)CO)S2(=O)=O,-4.3,-0.5
CCC(=O)Nc1ccc2c(c1)OC[C@H](C)N(C(=O)COC)C[C@@H](C)[C@H](OC)CN(C)C2=O,6.3,0.0
Cc1cc(C(=O)Nc2cccc3c2O[C@@H](CN(C)C(=O)NC2CCCCC2)[C@H](C)CN([C@@H](C)CO)C3=O)n(C)n1,-13.0,1.2
Cc1ccc(-n2nnnc2SCC(=O)Nc2ccc(N3CCOCC3)c(Cl)c2)cc1C,14.5,-0.5
C[C@H]1CN([C@@H](C)CO)S(=O)(=O)c2ccc(-c3cccc(C#N)c3)cc2O[C@H]1CN(C)C(=O)c1ccccc1,.,0.2
O=C(CSc1ncccn1)Nc1ccc(Cl)cc1Cl,.,-0.5
CCN(CC(=O)Nc1ccc(C(F)(F)F)cc1)S(=O)(=O)c1ccc(C)cc1,21.2,-0.2
C[C@H]1CN([C@@H](C)CO)C(=O)c2cc(NC(=O)NC3CCCCC3)ccc2O[C@H]1CN(C)Cc1ccc(Cl)c(Cl)c1,.,0.4
Cc1ccc(S(=O)(=O)Nc2ccc3c(c2)C(=O)N([C@@H](C)CO)C[C@H](C)[C@@H](CN(C)C(=O)Nc2ccc(C(F)(F)F)cc2)OCCCC[C@H](C)O3)cc1,.,6.7
COc1ccc(NC(=O)Nc2ccc3c(c2)[C@@H]2C[C@@H](CC(=O)NCCc4ccccc4)O[C@H](CO)[C@@H]2O3)cc1,-13.9,0.0
C[C@@H]1CN([C@H](C)CO)C(=O)c2cc(NS(C)(=O)=O)ccc2O[C@@H](C)CCCCO[C@H]1CN(C)S(=O)(=O)c1ccccc1,.,0.0
COc1ccc(S(=O)(=O)N(C)C[C@@H]2Oc3ccc(NS(=O)(=O)c4ccc(F)cc4)cc3CC(=O)N([C@@H](C)CO)C[C@H]2C)cc1,.,0.0
COc1ccc(S(=O)(=O)N(C)C[C@@H]2Oc3ccc(N(C)C)cc3C(=O)N([C@H](C)CO)C[C@H]2C)cc1,2.8,.
COc1ccc(CN(C)C[C@@H]2OCCCC[C@@H](C)Oc3ccc(NC(=O)NC(C)C)cc3C(=O)N([C@H](C)CO)C[C@H]2C)cc1,5.1,67.7*
C[C@H]1CN([C@@H](C)CO)C(=O)c2cc(C#CCN(C)C)cnc2O[C@H]1CN(C)C(=O)c1cccc(F)c1,3.4,0.8
# (continued)
SMILES,PRC2 inh,IDH1 R132H inh
CC(C)c1cn(CC[C@H]2CC[C@H](NC(=O)c3cccc(F)c3)[C@@H](CO)O2)nn1,4.9,-0.2
O=C(Nc1ccc(C(F)(F)F)cc1)N[C@@H]1C=C[C@@H](CC(=O)N2CCCCC2)O[C@@H]1CO,1.9,0.1
Cc1noc(C)c1S(=O)(=O)N(C)C[C@@H]1Oc2ccc(NS(=O)(=O)c3ccc(Cl)cc3)cc2C(=O)N([C@H](C)CO)C[C@@H]1C,.,-2.6
CO[C@@H]1CN(C)C(=O)c2ccc(NC(=O)C3CCOCC3)cc2OC[C@@H](C)N(S(=O)(=O)c2ccc(Cl)cc2)C[C@H]1C,-1.7,-0.1
CO[C@@H]1CN(C)C(=O)c2cc(NC(=O)c3nc4ccccc4s3)ccc2OC[C@H](C)NC[C@@H]1C,0.8,-0.2
CC(C)c1nnc(N2C(=O)c3oc4ccccc4c(=O)c3C2c2ccco2)s1 (stereo unspecified),-10.3,0.4
Cn1c(NCc2ccco2)nc2c1c(=O)n(Cc1ccc(Br)cc1)c(=O)n2C,-6.6,-0.4
O=C(CCN1CCCCC1)NCC[C@@H]1CC[C@H](NC(=O)c2ccc(F)cc2)[C@H](CO)O1,8.0,0.2
C[C@@H]1CN([C@H](C)CO)C(=O)c2cc(NC(=O)c3ccccc3)ccc2O[C@@H](C)CCCCO[C@@H]1CN(C)Cc1ccncc1,-10.9,1.7
Cc1ccnc(NS(=O)(=O)c2ccc(NC(=O)c3cccs3)cc2)n1,7.3,-0.2
C[C@H](CO)N1C[C@H](C)[C@H](CN(C)CC2CCCC2)Oc2ncc(C#Cc3ccccn3)cc2C1=O,3.7,0.2
C[C@H](CO)N1C[C@H](C)[C@H](CN(C)C(=O)Nc2ccc3c(c2)OCCO3)OCc2cnnn2CCCC1=O,.,-2.9
CCCCn1cc(SCC(=O)O)c2ccccc21,0.3,-0.1
O=C(C[C@H]1C[C@H]2c3cc(NC(=O)CC4CC4)ccc3O[C@H]2[C@@H](CO)O1)NCc1ccccc1F,-7.1,0.1
C[C@@H]1CN([C@H](C)CO)C(=O)c2cc(C#Cc3ccc(F)cc3)cnc2O[C@H]1CN(C)Cc1ccccn1,-16.1,0.1
CC(c1ccccc1)n1c(CCCO)nc2ccccc21 (stereo unspecified),.,-0.3
C[C@H](CO)N1C[C@H](C)[C@H](CN(C)C(=O)Nc2ccc(C(F)(F)F)cc2)Oc2ccc(NS(C)(=O)=O)cc2C1=O,1.9,-3.7
COc1ccc(S(=O)(=O)N(C)C[C@H]2Oc3cc(C4=CCCC4)ccc3S(=O)(=O)N([C@H](C)CO)C[C@H]2C)cc1,6.6,0.1
C[C@H](CO)N1C[C@H](C)[C@@H](CN(C)Cc2ccccn2)Oc2cc(-c3cccnc3)ccc2S1(=O)=O,6.0,1.1
CC(C)NC(=O)N(C)C[C@@H]1Oc2cc(C#CCN(C)C)ccc2S(=O)(=O)N([C@@H](C)CO)C[C@H]1C,7.1,0.6
Cc1noc(C)c1NC(=O)N(C)C[C@@H]1OCCCC[C@@H](C)Oc2ccc(NC(=O)Nc3cccc4ccccc34)cc2C(=O)N([C@@H](C)CO)C[C@@H]1C,.,1.4
COc1cccc(S(=O)(=O)N(C)C[C@@H]2OCc3ccccc3-c3ccccc3C(=O)N([C@@H](C)CO)C[C@@H]2C)c1,4.8,.
C[C@H](CO)N1C[C@H](C)[C@H](CN(C)S(=O)(=O)c2ccc(Cl)cc2)OCCCC[C@H](C)Oc2ccc(NC(=O)C3CCCCC3)cc2C1=O,.,0.0
COc1ccc(C(C)=O)c(O)c1,-2.7,0.2
Cc1noc(C)c1S(=O)(=O)Nc1ccc2c(c1)C(=O)N([C@H](C)CO)C[C@@H](C)[C@H](CN(C)Cc1ccccc1)OCCCC[C@H](C)O2,.,1.6
COc1cc(NC(=O)CSc2nnc(-c3ccncc3)n2C)cc(OC)c1,20.8,0.9

# Looked up one by one from the list above, 2 records:
SMILES,PRC2 inh,IDH1 R132H inh
COc1cccc(S(=O)(=O)N(C)C[C@@H]2OCc3ccccc3-c3ccccc3C(=O)N([C@@H](C)CO)C[C@@H]2C)c1,4.8,.
COc1cc(NC(=O)CSc2nnc(-c3ccncc3)n2C)cc(OC)c1,20.8,0.9
